# SR-BI HDL uptake – mouse SR-BI HDL lipid transfer inhibition. 0.96% of 320,000 active. ldlA[mSR-BI] CHO cells, DiI-HDL uptake fluorescence, 3 h. Q61009. AID 488896. inhibition, % at 12.5 µM;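 active = mean replicate inhibition of at least 70% and a set share of replicates each scoring 70 or more; inconclusive = meets just one of the two criteria; inactive = fails both criteria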;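 also: 0% = median of neutral control wells and 100% = median of positive control wells; values of inactives mirror those of a sister screen read the other way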
# Target sequence (Q61009 whole entry, looked up): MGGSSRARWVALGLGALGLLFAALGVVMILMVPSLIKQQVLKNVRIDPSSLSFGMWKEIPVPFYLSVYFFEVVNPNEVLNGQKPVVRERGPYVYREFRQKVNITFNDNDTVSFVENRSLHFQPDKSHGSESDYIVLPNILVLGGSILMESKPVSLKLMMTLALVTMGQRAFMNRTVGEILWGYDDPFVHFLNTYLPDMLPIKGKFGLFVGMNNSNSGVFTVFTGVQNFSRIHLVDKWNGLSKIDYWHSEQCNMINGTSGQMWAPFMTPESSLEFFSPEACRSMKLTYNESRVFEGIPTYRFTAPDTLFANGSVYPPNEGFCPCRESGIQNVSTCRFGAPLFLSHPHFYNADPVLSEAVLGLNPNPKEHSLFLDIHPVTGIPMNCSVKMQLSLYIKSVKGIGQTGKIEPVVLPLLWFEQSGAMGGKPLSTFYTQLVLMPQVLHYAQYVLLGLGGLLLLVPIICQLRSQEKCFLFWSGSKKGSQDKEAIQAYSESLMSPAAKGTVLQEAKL
# CAL PDZ FP-1 – CAL PDZ (human) peptide binding inhibition; purified CAL PDZ, TMR-peptide fluorescence polarization, 1 h; Q9HD26; inhibition, % at 24.9 µM; 0.92% of 300,000 active; AID 602252;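 active = mean inhibition of at least 30% with at least half of replicates also reaching 30%; inconclusive = no clear call, values can overlap the other calls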;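 also: 0% = DMSO neutral control and 100% = excess unlabeled competitor peptide PRC23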
# CAL PDZ FP-2 – human CAL PDZ-peptide interaction inhibition. purified CAL PDZ, TMR-peptide fluorescence polarization, 1 h. inhibition, % at 20 µM. 0.02% of 330,000 active. AID 504414;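 active = highest replicate inhibition of at least 40%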;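 also: plate controls were DMSO neutral control wells for no effect and unlabeled competitor peptide control wells for full effect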
#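 material = purified tagged CAL PDZ domain construct (CerCALP) | compound dosing = 20 µM, one dose | times = 1 h at RT | measured by = fluorescence polarization from S- and P-plane intensities, G-factor corrected | read-out = inhibition from polarization loss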
# phage Ecoli inh – E. coli growth loss with phage present; inhibition, % at 11.9 µM; growth absorbance; 0.26% of 360,000 active; in the data active = inhibition above about 11%
# Ecoli viability – reduces bacterial viability in AddAB counter-screen. AID 449728. inhibition, % at 11.9 µM. 0.27% of 330,000 active. E. coli V3065 growth, OD600 absorbance, 18 h;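 active = inhibition above the campaign's mean inhibition across all tested compounds plus 3 SD, cut at about 9.9% in these data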;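 also: uninfected addAB+ strain grown without phage in ampicillin broth; 0% = DMSO wells and 100% = ciprofloxacin 0.95 µg/ml wells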
# MITF act – MITF TRPM1 promoter activation in melanoma cells | SK-MEL-5 TRPM1-promoter luciferase, 24 h; % of positive control, neutral wells = 0 | activation, % at 12.5 µM | 0.75% of 300,000 active | AID 588334;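 active = mean activation of at least 80% with every replicate also reaching 80%; inconclusive = mean reaches 80% but some replicate falls short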;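 also: 0% = neutral control wells and 100% = parthenolide positive control wells; values of inactives mirror those of a sister screen read the other way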
# AddAB inh – less growth of phage-infected E. coli with AddAB | AID 435030 | 0.29% of 330,000 active | inhibition, % at 11.9 µM | E. coli expressing H. pylori AddAB, absorbance growth; in the data active = inhibition above about 12%;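 also: 0% = vehicle wells of infected cells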
# Wnt bcat act – activates Wnt/beta-catenin signaling in a reporter cell assay. activator, plate reader. activation, % at 9.35 µM. 1.2% of 300,000 active; in the data active = activation above about 30%, passing the limit was not always enough; inconclusive = no clear call, values can overlap the other calls;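 also: 0% = neutral control wells and 100% = positive control wells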
# SR-BI DiI-HDL act – enhances SR-BI lipid uptake from DiI-HDL | AID 504775 | CHO ldlA[mSR-BI] cells, DiI-HDL uptake fluorescence, 3 h; 100 = double the neutral-control signal | activation, % at 12.5 µM | 0.096% of 320,000 active;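 active = mean replicate activation of at least 60% and every replicate at or above 60%; inconclusive = mean or all-replicate condition met, but not both; inactive = mean below 60% and not all replicates reaching 60%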;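 also: 0% = median plate neutral-control signal and 100% = twice that signal; values of inactives mirror those of a sister screen read the other way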
#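 Material: SR-BI-overexpressing, LDLR-lacking CHO cells | Dosing: Single compound concentration, delivered by pin transfer | Probe or stimulus: Labelled HDL, 10 µg/mL | Signal: Bottom-read cell fluorescence after medium removal, ex 550/em 595 nm | Schedule: 3 h, 37 °C | Evaluation: HDL uptake via cellular fluorescence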
# Tat transport – E. coli Tat transport inhibition; E. coli MC4100 TorA-mCherry Tat export, fluorescence; inhibition, % at 10 µM; AID 488895; 0.036% of 340,000 active;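 active = mean replicate inhibition at least 50% and at least half of replicates individually reaching 50%; inconclusive = only one of the two criteria met; inactive = neither criterion met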;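 also: exported cargo escapes ClpAP degradation while cytoplasmic cargo is degraded and loses fluorescence; 0% = median of neutral control wells and 100% = median of NaSCN control wells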
# Numbers without * were called inactive; ? = inconclusive; . = not tested or not shown.
SMILES,SR-BI HDL uptake,CAL PDZ FP-1,CAL PDZ FP-2,phage Ecoli inh,Ecoli viability,MITF act,AddAB inh,Wnt bcat act,SR-BI DiI-HDL act,Tat transport
Cc1ccccc1CNC(=O)Cn1cnc(S(=O)(=O)N2CCCC2)c1,-26,3,-2.9,-2.9,0.9,6,1.5,0,26,-5
C/C(=N/NC(=O)CNC(=O)c1cccs1)c1ccc(Cl)cc1,6,-4,-2.1,2.0,1.9,5,5.0,-2,-6,3
O=C(Nc1ccc(Cl)cn1)c1cccc(F)c1,-38,11,-2.5,5.2,0.1,23,3.4,.,38,-2
Cc1cc(O)cc2c1C(=O)/C(=C/c1ccco1)O2,-23,-3,-0.3,-2.0,-1.3,.,-1.6,24,23,-9
O=c1[nH]ncc(NCCc2ccccc2)c1Cl,-1,-3,-0.5,3.6,-2.5,-18,4.0,-1,1,-9
COc1ccc2[nH]c(C(=O)O)c(CCN3C(=O)c4ccc(C(=O)O)cc4C3=O)c2c1,-11,0,0.1,2.5,2.1,3,0.7,2,11,-8
Cc1ccc(C(=O)N/N=C\c2ccc([N+](=O)[O-])s2)cn1,-3,0,0.6,4.4,5.1,-109,2.9,-1,3,0
O=C(Nc1nc(-c2ccc3c(c2)OCCO3)cs1)c1ccco1,21,-6,-2.8,2.9,3.1,54,1.2,?,-21,0
O=C1CCC(/C=C/c2ccccc2)=NN1Cc1ccc(Cl)c(Cl)c1,-13,-3,-1.1,4.6,1.0,7,3.5,.,13,7
COc1cccc(C2C(C(=O)c3ccco3)=C(O)C(=O)N2CCN(C)C)c1OC (stereo not drawn),-17,-3,-1.3,0.6,-2.9,5,-0.4,2,17,-4
CCN(CCN1CCCC1)C(=O)c1cc(COc2ccccc2SC)on1,59,5,-0.2,-0.7,.,16,.,2,-59,3
Cc1cccc2cc(CN(CC3CCCO3)S(=O)(=O)c3ccccc3)c(=O)[nH]c12 (stereo not drawn),11,-4,-3.3,0.6,-1.1,6,2.5,0,-11,6
CCOC(=O)/C=C1\CN(CCC(C)C)S(=O)(=O)c2ccccc21,1,2,-0.5,2.2,-2.4,8,1.1,0,-1,2
CC(Sc1ccc([N+](=O)[O-])cn1)C(=O)Nc1nccs1 (stereo not drawn),-3,-1,-0.9,-0.5,2.3,9,4.3,0,3,-1
CCCC(C)NS(=O)(=O)c1ccc(OC)c(C)c1 (stereo not drawn),-16,-2,-1.0,-0.8,0.4,.,1.4,.,16,5
COc1cc(/C=N/NC(=O)c2ccc(CSc3nc4ccccc4[nH]3)cc2)ccc1O,62,2,0.2,3.0,4.5,7,6.2,0,-62,-8
CCOc1ccc(N=Nc2c(C)[nH]n(-c3ccccc3)c2=O)cc1,18,5,0.3,3.2,-1.1,4,-1.3,-1,-18,-5
Fc1ccccc1NC(=S)NCc1ccc(Cl)cc1,10,.,-0.7,-0.6,-2.5,.,0.6,0,-10,-2
COC(=O)c1ccc2c(c1)C(=O)N(C1CCCCC1)C2=O,0,-3,-0.8,1.4,-1.1,6,2.9,2,0,3
O=C(C[C@H]1C[C@H](C(=O)N2CCOCC2)[C@@]2(CCC3CCCC3)c3[nH]c4ccc(Cl)cc4c3CCN2C1=O)NCCN1CCOCC1,1,0,-0.5,1.9,2.3,-14,1.2,0,-1,1
CN1C(=O)c2oc3ccccc3c(=O)c2C1c1cccnc1 (stereo not drawn),-2,3,0.0,2.1,-0.6,-3,3.6,2,2,-1
CCCC(=O)c1cc(F)c(N2CCN(CCC#N)CC2)cc1C,22,-2,-2.6,0.3,0.5,.,5.0,15,-22,3
COCCOC(=O)N/C=C\c1nc2ccccc2c(=O)[nH]1,-7,-3,-0.6,4.3,1.4,-4,4.0,.,7,2
O=C(Nc1ccccc1)c1cc([N+](=O)[O-])ccc1Cl,42,-1,0.1,4.0,0.9,1,-0.1,-2,-42,-6
CCN(CC)S(=O)(=O)c1ccc2[nH]c(=O)cc(C(=O)NCC3CCCO3)c2c1 (stereo not drawn),-8,-2,-1.9,2.2,2.6,-5,-1.2,1,8,1
O=C(Nc1ccc2c(c1)OCO2)C1CCN(S(=O)(=O)c2cccs2)CC1,11,1,-0.5,6.5,3.5,18,6.0,6,-11,15
COc1c2ccoc2c(OC)c2oc(=O)ccc12,-12,-4,-1.5,1.7,-0.5,5,2.4,-1,12,4
COCC(C)n1c(SCC(=O)N2CC(=O)Nc3ccccc32)nc2ccccc2c1=O (stereo not drawn),-4,47*,-1.8,3.7,-0.2,-7,0.8,0,4,-2
Cc1ccc(-n2ncc(Cl)c2C(=O)NC2CC2)cc1,25,59*,-0.8,0.8,0.0,15,2.2,0,-25,-1
CC/C(=N\Nc1ccc([N+](=O)[O-])cc1[N+](=O)[O-])c1ccc(O)cc1,76*,2,-0.8,0.7,-2.0,-1,2.4,-1,-76,1
O=C(O)c1ccc(S(=O)(=O)N2CCCCCC2)cc1,27,-2,-1.2,1.4,-1.8,6,3.0,-6,-27,-2
COc1cc(CC(=O)N(CC(C)C)C2CCS(=O)(=O)C2)cc(OC)c1OC (stereo not drawn),-14,.,-1.3,1.0,-0.9,5,-0.7,-4,14,-7
N/C(=N\OC(=O)CSc1ccccc1)c1ccccn1,-28,1,-2.9,3.3,1.8,63,0.6,24,28,-9
COc1ccc(CNC(=O)c2sc(=S)n(-c3ccc(OC)cc3)c2N)cc1,32,.,1.4,.,0.4,4,-1.4,-2,-32,10
CCC(C)CCN1CCN=C1Nc1ccccc1 (stereo not drawn),-20,-3,1.4,4.5,1.4,0,3.4,-5,20,-14
O=C(NCCN1CCN(c2ccccc2)CC1)c1ccccc1F,-19,-4,-0.7,1.5,2.3,2,0.3,0,19,-1
Cc1c(C)c2ccc(OC(C)C(=O)N3CC[C@@]4(O)CCCC[C@H]4C3)cc2oc1=O (stereo partly drawn),23,7,-4.2,0.6,-2.5,2,0.0,0,-23,7
Cc1ccccc1OCC(O)CNC1CCC(NCC(O)COc2ccccc2C)CC1 (stereo not drawn),-2,-2,-1.6,7.8,3.4,-97,4.9,-12,2,21
O=C(O)CCc1nn2c3ccccc3n(CCO)c2nc1=O,-1,-3,-1.2,3.0,0.3,1,2.5,-4,1,-7
O=C1c2nc3cc(-c4ccco4)[nH]n3c(=O)c2CN1C1CCCCC1,.,.,.,2.1,-0.5,.,2.0,11,.,.
Cc1ccc(NC(=O)C[n+]2ccccc2)cc1C,-35,1,1.2,3.5,2.6,3,7.5,1,35,-5
Cc1ccc(N=C2NC(=O)CS2)c(C)c1,3,-2,-0.5,2.8,-0.8,5,-1.1,0,-3,13
O=C(CCNC(=O)c1ccccc1Cl)NCC1CCCO1 (stereo not drawn),-36,-3,-2.7,6.1,-1.0,-10,0.9,1,36,-3
COCc1cc(=O)[nH]c(=S)[nH]1,-19,-3,-3.2,1.7,-1.5,7,0.0,.,19,-6
O=C(O)C1CCCCN1S(=O)(=O)c1ccccc1 (stereo not drawn),-10,.,0.5,2.4,-1.8,9,-1.9,.,10,-15

# With a hit mark in SR-BI HDL uptake, of those listed so far:
canonical_smiles,SR-BI HDL uptake,CAL PDZ FP-1,CAL PDZ FP-2,phage Ecoli inh,MITF act,AddAB inh,Wnt bcat act,SR-BI DiI-HDL act,Tat transport
CC/C(=N\Nc1ccc([N+](=O)[O-])cc1[N+](=O)[O-])c1ccc(O)cc1,76*,2,-0.8,0.7,-1,2.4,-1,-76,1

# More compounds
SMILES,SR-BI HDL uptake,CAL PDZ FP-1,CAL PDZ FP-2,phage Ecoli inh,Ecoli viability,MITF act,AddAB inh,Wnt bcat act,SR-BI DiI-HDL act,Tat transport
CN(C(=O)c1ccc(NC(=O)Cc2cccc(NC(=O)C3CCN(C(=O)C4CCC4)CC3)c2)cc1)C1CC1,7,-7,-1.6,1.7,.,9,.,-2,-7,-1
CCN1CCCc2cc(CN(CCN3CCOCC3)C(=S)Nc3ccc(C)cc3)ccc21,24,-6,0.2,2.1,0.9,-4,0.4,-3,-24,8
Cc1[nH]c2ccc(OC(=O)N3CCOCC3)cc2c1C(=O)OC(C)C,-8,-9,-1.4,3.4,0.2,-21,1.6,-2,8,-7
C=CCn1c(COc2ccc(F)cc2)nnc1SCC(=O)c1c[nH]c2c(CC)cccc12,41,0,-2.9,2.2,-2.2,3,-2.9,-3,-41,-3
COc1ccc(C(=O)CSc2nnc(CNC(=O)c3ccco3)n2C)cc1OC,.,-4,-4.9,1.1,-1.9,6,4.8,-2,.,-5
CCC(C(=O)Nc1cccc(C(=O)O)c1)c1ccccc1 (stereo not drawn),-16,-4,-0.8,0.8,1.2,6,2.0,0,16,-9
CCOc1ccc2nc(NC(=O)c3ccc(S(=O)(=O)N4CCOCC4)cc3)sc2c1,66,-5,-2.5,1.8,-0.4,.,2.4,3,-66,4
N#C/C(=C\c1ccccc1C(F)(F)F)C(=O)Nc1ccccc1F,-32,-9,-0.5,1.0,-2.1,2,3.4,.,32,-5
Nc1c(S(=O)(=O)c2cccs2)c2nc3ccccc3nc2n1Cc1ccc2c(c1)OCO2,-15,7,-2.3,1.2,0.0,-6,1.4,.,15,-3
O=C(c1ccc(F)cc1)C1CCN(Cc2ccc(F)cc2)CC1,3,-4,19,-0.9,0.8,.,0.4,-2,-3,0
COc1ccc(-c2nnc(-c3ccc(F)cc3)o2)cc1,-4,0,-0.8,3.3,0.2,78,0.6,36*,4,-6
COc1ccccc1NC(=O)C(C)Sc1nnc2ccccn12 (stereo not drawn),2,-5,0.6,1.2,-1.4,2,-2.5,2,-2,22
Cc1ccc(CNC(=O)C2CCN(C(=O)Nc3ccccc3)CC2)cc1,31,3,-2.5,0.9,-0.6,6,0.5,-2,-31,3
COc1ccccc1CNC(=O)c1cc2ccccc2o1,.,.,-1.1,1.3,-1.1,-3,3.4,2,.,11
Cc1cccn2c(=O)c3cc(C#N)c(=NC(=O)c4ccco4)n(Cc4ccco4)c3nc12,-20,.,-2.1,0.9,0.0,.,2.1,3,20,2
COc1ccc(CNC(=O)CSc2ncn[nH]2)cc1OC,-14,-1,-1.6,1.9,1.4,-10,-0.4,-1,14,0
CCc1nnc(NC(=O)c2cc(OC)c(OC)cc2[N+](=O)[O-])s1,5,-1,0.4,1.6,-0.6,4,3.6,-1,-5,-13
COCCN(C(=O)COC(=O)CCC(=O)c1ccc(C)cc1)c1c(N)n(Cc2ccccc2)c(=O)[nH]c1=O,7,-2,-1.7,-0.2,1.2,3,3.2,8,-7,-1

# Hits appear at their usual frequency, and some 3.6% of all compounds hit somewhere here.
